Screening results deposited in PubChem BioAssay by National Center for Advancing Translational Sciences (NCATS).
SW480 rereplic – inducers of DNA re-replication in SW480 colon cancer cells. SW480 DNA re-replication, Hoechst DNA content imaging, 48 h. Potency, µM (titrated, usually from 46.1 µM), for inactives: top-dose re-replication activation, actives largely listed as activators. 1.8% of 340,000 active. AID 624297; further: % of control where 0% means no effect; nearly all actives have a fitted effect of over 55% in size
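Compounds, transferred as 23 nL by pin tool, were incubated with cells for 48 hr; DNA content per nucleus was then quantified by Hoechst staining and fluorescence plate imaging.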
TDP-43 yeast inh – TDP-43 toxicity inhibition in yeast. 1.8% of 410,000 active. TDP-43 expressing yeast growth rescue, BacTiter-Glo, 24 h. Potency, µM (titrated, usually from 46.1 µM), for the others: at the highest dose growth rescue (activation), hits mostly activators; further: % of control where 0% means no effect; nearly all actives have a fitted effect of over 50% in size
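Luminescence from BacTiter-Glo reports growth of TDP-43-expressing yeast after 24 hr at 30 deg C with compound. Cells were raffinose-pregrown to mid-log, then seeded in galactose medium at OD600=0.02.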
GLP1R ag – GLP-1 receptor (human) agonism; P43220; HEK293 GLP-1R CRE-luciferase, luminescence, 4-6 h; cells express a hypersensitive GLP-1R form; Potency, µM (titrated, usually from 45.6 µM), inactives show top-dose activation, actives largely listed as activators; 0.007% of 380,000 active; further: % of control where 0% means no effect
Target sequence (P43220 whole entry, looked up): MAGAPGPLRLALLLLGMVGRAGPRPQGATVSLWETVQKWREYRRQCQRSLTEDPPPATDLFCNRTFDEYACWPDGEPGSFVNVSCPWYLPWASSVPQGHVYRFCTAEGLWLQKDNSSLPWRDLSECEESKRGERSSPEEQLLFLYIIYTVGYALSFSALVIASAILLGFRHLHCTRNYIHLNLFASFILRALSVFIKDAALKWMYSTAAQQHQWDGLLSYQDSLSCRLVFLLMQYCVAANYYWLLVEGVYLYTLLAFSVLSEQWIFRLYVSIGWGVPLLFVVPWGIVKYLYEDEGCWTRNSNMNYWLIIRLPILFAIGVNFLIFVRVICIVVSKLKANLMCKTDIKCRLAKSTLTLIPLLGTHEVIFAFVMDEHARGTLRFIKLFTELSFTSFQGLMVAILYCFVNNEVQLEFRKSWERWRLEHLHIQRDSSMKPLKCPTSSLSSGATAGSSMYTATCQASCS
GLP-1R inv ag – GLP-1 receptor (human) inverse agonism | HEK293 GLP-1R CRE-luciferase, luminescence, 24 h; GLP-1R form is constitutively active | 1.6% of 410,000 active | P43220 | Potency, µM (top dose mostly 38.3 µM), inactives show at the top dose activity change, negative = inhibition, usual class: inhibitors | AID 624417; further: on the % scale 0 is the no-effect control and ±100 the full control effect; nearly all actives have a fitted effect of over 55% in size
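HEK293 cells stably co-expressing constitutively active GLP-1R and a cAMP-responsive luciferase reporter were seeded in DMEM with 10% Nu serum, given compounds after 12 h, and incubated 24 h at 37 deg C. Luminescence was then read.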
KB-3-1 tox – kills parental KB-3-1 adenocarcinoma cells; KB-3-1 viability, CellTiter-Glo ATP luminescence, 72 h; Potency, µM (doses to about 46.1 µM), inactives show at the top dose activity change, negative = cytotoxic, actives largely listed as cytotoxic; 1.4% of 400,000 active; AID 1347075; further: on the % scale 0 is the no-effect control and ±100 the full control effect; nearly all actives have a fitted effect of over 60% in size
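Cytotoxicity measured as CellTiter-Glo luminescence after 72 h at 37 C. Compound titrations were pinned onto drug-naive KB-3-1 parental adenocarcinoma cells grown in DMEM with 10% FBS, and normalized data fitted to concentration-response curves.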
GLP1R cytotox – cytotoxic in the GLP-1 receptor inverse agonist counter-screen. AID 624418. HEK293 cAMP-luciferase reporter cells, luminescence, 24 h. Potency, µM (highest dose often 38.3 µM), for inactives: at the top dose activity change, negative = inhibition, actives largely listed as inhibitors. 0.13% of 410,000 active;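 further: loss of luciferase light is scored as toxicity; on the % scale 0 is the no-effect control and ±100 the full control effect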
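Cells in DMEM/10% Nu serum/1% pen-strep, 1536-well format. Pre-incubated 12 h, dosed with 23 nL compound, incubated a further 24 h. Luciferase detection, 12 min at room temp, luminescence.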
KB-V1 MDR tox – kills drug-selected multidrug resistant KB-V1 cells. 3.4% of 400,000 active. KB-V1 MDR cells viability, CellTiter-Glo, 72 h. Potency, µM (highest dose often 46.1 µM), inactives show at the top dose activity change, negative = cytotoxicity, hits mostly cytotoxic. AID 1347076; further: on the % scale 0 is the no-effect control and ±100 the full control effect; nearly all actives have a fitted effect of over 60% in size
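Luminescent ATP read-out (CellTiter-Glo, 10 min) measures survival of drug-selected KB-V1 MDR cells after 72 h, 37 degrees C compound exposure. Medium: phenol-red-free DMEM, 10% FBS. Values from fitted concentration-response curves.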
HT1080-NT tox – kills 2HG-producing HT-1080-NT fibrosarcoma cells; Potency, µM (top dose mostly 46.1 µM), for the others: at the top dose activity, negative = less viability, hits mostly cytotoxic; 1.6% of 360,000 active; HT-1080-NT fibrosarcoma viability, CellTiter-Glo ATP luminescence, 48 h;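 further: NT is the 2HG producing partner of a matched IDH1 knockdown line; 0% = DMSO-treated cells and -100% = media-only wells without cells; nearly all actives have a fitted effect of over 55% in size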
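Compounds were tested in concentration-response format on HT-1080-NT cells for 48 hours at 37 degrees C. Cell viability came from CellTiter-Glo luminescence; curves were classified by r2, response magnitude and activity.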
HT1080 IDH1KD tx – kills HT-1080 cells with IDH1 knockdown | HT-1080 IDH1 knockdown viability, ATP luminescence, 48 h | 2% of 360,000 active | Potency, µM (series often up to 46.1 µM), for inactives: at the top dose activity, negative = toxicity, hits mostly cytotoxic;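 further: 0% = DMSO wells and -100% = cell-free medium wells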
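CellTiter-Glo luminescence after 48 h compound exposure at 37 degrees C of IDH1-knockdown HT-1080 cells in 5% FBS RPMI. %Activity scaled between DMSO wells and cell-free media wells, with curves fitted and assigned curve classes.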
Numbers without * were called inactive; ? = inconclusive; nt = not tested or not shown; [ ] = another dose, or the depositor's remark. The call rests on the fitted dose curve; in most records, active means well fitted curve in the direction sought with a large enough effect; inconclusive means small, poorly fitted or top-dose-only effect, or another doubt; inactive means no such curve, though single readings can be large; an effect the other way counts as inactive or inconclusive. Potency means the concentration at half of the fitted maximal effect. Not a hit list. About 9.4% of those tested had a hit in this group.

SMILES	SW480 rereplic	TDP-43 yeast inh	GLP1R ag	GLP-1R inv ag	KB-3-1 tox	GLP1R cytotox	KB-V1 MDR tox	HT1080-NT tox	HT1080 IDH1KD tx
COc1ccc(S(=O)(=O)N2CCOCC2)cc1NC(=O)CN1CCCc2ccccc21	-4%	-7%	22%	?	7%	-4%	?	8%	2%
COc1cc(OC)c2c(C)c(Cl)c(=O)oc2c1	2%	1%	-3%	34%[activator]	4%	-3%	-21%	-1%	-4%
CC(Oc1cc2oc(=O)c3c(c2cc1Cl)CCC3)C(=O)NCCCn1ccnc1 (configuration not stated)	20%	-19%	0%	15%	-2%	-14%	-1%	2%	-16%
CCOC(=O)c1c(C)[nH]c(C)c1S(=O)(=O)N1CCCC(C(=O)Nc2ccc(OC)c(OC)c2)C1 (configuration not stated)	nt	6%	nt	22%	-5%	2%	0%	nt	nt
COc1ccc(/C(O)=C2/C(=O)C(=O)N(CCN(C)C)C2c2ccc(C)cc2)cc1Cl (configuration not stated)	-3%	14%	2%	-10%	6%	15%	1%	7%	1%
CC(C)(C)S(=O)N1Cc2ccc(CO)cc2[C@H]1CCO (some centres not stated)	14%	6%	-4%	18%	0%	0%	0%	5%	6%
N#CC1=C(N)OC2=C(C(=O)CCC2)C1c1cc2c(cc1Cl)OCO2 (configuration not stated)	0%	-1%	-8%	16%	-4%	-1%	?	11%	0%
O=C(Nc1nc2n(n1)C(c1ccc(F)cc1)CC(c1ccccc1)N2)c1ccco1 (configuration not stated)	-21%	21%	-1%	-4%	2%	-5%	24%	-2%	-1%
O=C(Nc1ccccc1)Nc1ccccc1-n1ccnc1	5%	21%	-5%	5%	-9%	-2%	-13%	-3%	-8%
COCCNC(=O)c1cc2nc(-c3ccc(F)cc3)cc(C(F)(F)F)n2n1	-1%	-9%	6%	14%	7%	-6%	-14%	?	?
C=C(CCO)C1=CCN(S(=O)C(C)(C)C)[C@@H]1CCO (some centres not stated)	2%	-7%	3%	4%	0%	1%	0%	-1%	-1%
Cc1ccc(/C=C/C(=O)Nc2cccnc2)o1	-3%	7%	1%	33%[activator]	15%	9%	-17%	26%	27%
CCOC(=O)c1cc(-c2csc(COc3ccccc3)n2)on1	-25%	3%	-3%	8%	2%	5%	20%	?	9%
O=C1NNC(c2ccccc2)=N/C1=C\c1ccccc1Cl	1%	6%	-1%	?	-2%	-5%	?	-4%	-6%
C=CCn1c(SCC(=O)NCc2ccccc2)nnc1-c1ccccc1O	-7%	3%	-3%	0%	3%	-5%	-21%	17%	8%
CCC1=NN(C(=O)c2cccc(Br)c2)C(O)(c2ccc(Br)cc2)C1 (configuration not stated)	24%	-16%	-3%	?	?	?	?	?	18µM*
CN(C)CCCNc1oc(-c2ccccc2)nc1C#N	1%	-10%	0%	?	11%	-2%	-1%	4%	2%
Cc1ccc2c(C)c(C(=O)N3CCN(Cc4ccc5c(c4)OCO5)CC3)oc2c1C	-2%	11%	17%	?	?	-4%	?	-11%	-27%
CC(C)=CCCC(C)CCO (configuration not stated)	-12%	-1%	-5%	-14%	0%	-3%	-11%	5%	-1%
Cc1ccc(S(=O)(=O)N2CCCCC2C(=O)NCc2ccco2)cc1 (configuration not stated)	?	-8%	2%	?	-9%	10%	?	0%	-11%
CN(C)C(CNC(=O)c1cc(S(=O)(=O)N2CCOCC2)ccc1Cl)c1cccs1 (configuration not stated)	9%	17%	19%	-20%	-1%	-21%	33%	5%	2%
N#Cc1ccccc1CSc1ccc(-c2nc3ccccc3[nH]2)cn1	-3%	-4%	-2%	?	0%	?	?	20%	0%
O=S(=O)(NCC(c1cccnc1)N1CCN(c2ccc(F)cc2)CC1)c1ccc(F)cc1 (configuration not stated)	-13%	0%	-5%	?	-1%	2%	10%	-2%	-1%
Cc1ccc(C(=O)N2c3ccccc3N(Cc3ccccc3)C(=O)C2(C)C)cc1	?	?	0%	11µM*	-19%	26%	6.5µM*	-30%	?
CCNC(=O)CC1C(=O)N(c2ccc(C)cc2)C(=O)N1CCc1ccc(OC)c(OC)c1 (configuration not stated)	6%	13%	-12%	11%	3%	-4%	4%	21%	21%
C[C@@H]1CN([C@H](C)CO)C(=O)CCCn2cc(nn2)CO[C@H]1CN(C)C(=O)OCc1ccccc1	nt	20%	-1%	-10%	9%	-1%	8%	-1%	-6%
COC(=O)c1ccccc1NC(=O)CSc1nc(C)c(Cl)c(C)c1C#N	nt	-12%	nt	5%	?	9%	?	nt	nt
COc1ccc(OCCNC(=O)c2ccc3nc(C)c(N(C)Cc4ccc(NC(C)=O)cc4)n3c2)cc1	nt	4%	-2%	25%	0%	-2%	2%	-3%	15%
NC(=O)C1CC(=O)N(c2ccc(OCc3ccc(Cl)cc3Cl)cc2)C1 (configuration not stated)	0%	7%	12%	15%	-11%	-13%	1%	0%	-1%
O=C(CSc1nc(Nc2ccccc2)c2ccccc2n1)c1ccc(Cl)cc1	nt	19%	nt	1%	5%	3%	9%	nt	nt
O=C1CCC(/C=C/c2ccccc2)=NN1Cc1ccccc1Cl	1%	13%	1%	10µM*	-14%	11%	-12%	-2%	-6%
COc1ccc(Cc2nc3ccc(C(=O)NCc4cccc(C)n4)cc3o2)cc1OC	nt	9%	15%	64%[activator]	-18%	1%	?	2%	1%
COc1ccc(C2c3ccc(O)cc3Oc3ncn(CCCO)c(=N)c32)cc1OC (configuration not stated)	0%	-21%	-6%	60%[activator]	6%	5%	4%	2%	-1%
COC(=O)c1cc(C(=O)OCC(=O)NC2CCS(=O)(=O)C2)cc([N+](=O)[O-])c1 (configuration not stated)	-2%	16%	0%	4%	?	7%	3%	15%	20%
Cc1cccc(N2CCN(C(=O)n3ccnc3)CC2)c1C	4%	?	-12%	0%	-3%	-3%	?	9%	13%
N#CC1=C(N)C(C#N)(C#N)C(c2cccnc2)C2COCC=C12 (configuration not stated)	-5%	-5%	-2%	11%	17%	1%	2%	8%	4%
Cc1nc2nc(COc3ccccc3)nn2c(C)c1Cl	-5%	21%	11%	16%	6%	-5%	1%	12%	19%
CCCCCCCCCCC[C@@H](C[C@@H]1OC(=O)[C@H]1CCCCCC)OC(=O)[C@H](CC(C)C)NC=O	-35%[inhibitor]	28%	11%	-7%	0%	-2%	0%	8%	-16%
CCCCC(=O)Nc1ccc(C(=O)NNC(=O)c2ccc(C)c(Br)c2)cc1	4%	8%	-3%	61%[activator]	-22%	6%	?	?	?
Cc1ccc(CCNC(=O)CCn2ccc3cc(S(=O)(=O)N4CCCC4)ccc32)cc1	-9%	1%	-9%	?	3%	-11%	-7%	-13%	-14%

Entries of single compounds from above.
Cc1cccc(N2CCN(C(=O)n3ccnc3)CC2)c1C in the list: SW480 rereplic: 4%; TDP-43 yeast inh: ?; GLP1R ag: -12%; GLP-1R inv ag: 0%; KB-3-1 tox: -3%; GLP1R cytotox: -3%; KB-V1 MDR tox: ?; HT1080-NT tox: 9%; HT1080 IDH1KD tx: 13%
N#CC1=C(N)C(C#N)(C#N)C(c2cccnc2)C2COCC=C12 (configuration not stated) in the list: SW480 rereplic: -5%; TDP-43 yeast inh: -5%; GLP1R ag: -2%; GLP-1R inv ag: 11%; KB-3-1 tox: 17%; GLP1R cytotox: 1%; KB-V1 MDR tox: 2%; HT1080-NT tox: 8%; HT1080 IDH1KD tx: 4%

Additional entries
SMILES	SW480 rereplic	TDP-43 yeast inh	GLP1R ag	GLP-1R inv ag	KB-3-1 tox	GLP1R cytotox	KB-V1 MDR tox	HT1080-NT tox	HT1080 IDH1KD tx
COc1ccc(CC2(CO)CCN(Cc3cccc4nccnc34)CC2)cc1	0%	-10%[9.22 µM]	5%	-2%[7.66 µM]	1%	-4%[7.66 µM]	-8%	1%	13%
COC(=O)C(C)N(C(=O)c1ccc(Cl)cc1)c1c(C)cccc1C (configuration not stated)	4%	3%	-7%	?	-27%	5%	11%	6%	-1%
CCCCNc1nnc(SCC(=O)N2CCN(S(=O)(=O)c3ccc4ccccc4c3)CC2)s1	17%	1%	-5%	?	-16%	-14%	?	-7%	-13%
CC(=O)c1sc(-c2ccccc2)cc1N	-5%	0%	20%	3%	-3%	?	?	-1%	-4%
COC(=O)Cc1c(C)c2cc(Cl)c(OC(=O)c3ccco3)cc2oc1=O	-3%[9.22 µM]	-26%	-14%	1%	2%	nt	11%	-6%	-13%
O=C(CSc1ccsc1[N+](=O)[O-])NCCc1ccccc1	-3%	20%	-10%	0%	-1%	-7%	5%	-9%	-3%
CCOC(=O)c1c(NC(=O)c2ccc(S(=O)(=O)N3CCOCC3)cc2)sc2c1CCN(C)C2	?	-9%	23%	-4%	-3%	-8%	-24%	-12%	4%
Cc1cc(NC(=O)CC(C)C)c(=O)n(Cc2ccccc2F)c1	2%	-16%	-5%	-9%	0%	-4%	-8%	-5%	-6%
Fc1ccc(F)c(CNc2ncnc3cc(Cl)ccc23)c1	17%	17%	9%	?	?	-23%	-4%	?	?
Cc1ccc(S(=O)(=O)/N=C(/Nc2ccc(F)cc2F)c2ccccc2)cc1	-13%	29%	18%	-29%	15%	0%	-11%	9%	20%
Cc1ccc(NC(=O)CN(C)C(=O)CSc2n[nH]c(N)n2)cc1	-2%	-17%	9%	7%	-6%	5%	9%	1%	10%
COc1cccc(C(=O)NCCc2csc3nc(-c4ccccc4F)nn23)c1OC	nt	?	nt	-4%	8%	-20%	1%	nt	nt
Cc1ccc(Cl)cc1NC(=O)C(=O)NCCc1sc(-c2ccc(F)cc2)nc1C	nt	22%	nt	17%	13%	-5%	-2%	nt	nt
CSc1nnc2c3c4c(sc3nc(-n3nc(C)cc3C)n12)COC(C)(C)C4	15%	-11%	2%	-16%	2%	3%	13%	2%	1%
CCCCn1c(O)c(N=NC(=O)Cn2c(C(F)(F)F)nc3ccccc32)c2ccccc21	1%	9%	-17%	-35%	0%	-2%[1.53 µM]	-29%	-1%	0%
